Screens (PubChem BioAssay)
F508del corr = F508del CFTR correction, initial screen, CFBE line, single point | CFBE cells, YFP halide quenching; stimulated with forskolin plus potentiator P3; % fluorescence drop versus neutral controls | activity (quench increase), % at 7.58 µM | 350,000 compounds, 0.36% hits;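 active = mean added fluorescence quench of at least 8% versus neutral control, with both replicates also reaching 8%; inconclusive = only one of the mean or replicate conditions met; inactive = mean below 8% and not both replicates reaching 8%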;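 also: cells transiently co-express mutant CFTR-F508del with the halide-sensitive YFP; corrector assay measuring rescue of mutant channel to the surface after 24 h compound exposure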
GSIS activator = GLuc luminescence reporter in INS-1E cells, primary screen for activators of glucose-dependent secretion of insulin; AID 743287, 2014; INS-1E GLuc reporter insulin secretion, 2-3 h; 370,000 compounds, 0.61% hits; activation, % at 16.6 µM;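 active = lowest replicate activation of at least 40%, so every replicate reaches that level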;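 also: 0% = median of neutral control wells and 100% = median of IBMX positive control wells; some compounds called inactive have numbers as strong as hits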
PAX8 inh HTS = inhibitors of PAX8-driven TPO luciferase reporter, primary screen, RMG-I cells, single concentration; SteadyGlo, 24 h; inhibition, % at 12.6 µM; 360,000 compounds, 1.2% hits; AID 652154, 2013;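 active = mean replicate inhibition at least 60% with every replicate also reaching 60%; inconclusive = only one of the two criteria is met; inactive = mean below 60% and not all replicates reaching 60%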;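 also: luciferase light reporting Pax8 driven TPO promoter activity; plate controls were median of neutral control wells for no effect and mitoxantrone controls for full effect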
ARNT-TACC3 inh = disruptors of ARNT/TACC3 protein interaction, primary screen, biochemical, AlphaScreen, single concentration. AlphaScreen His-ARNT PAS-B/GST-TACC3 binding, luminescence; TACC3 fragment carries E629A point mutation. Transforming acidic coiled-coil-containing protein 3 (Homo sapiens), Q9Y6A5. 390,000 compounds, 0.66% hits. inhibition, % at 9.99 µM. AID 623870, 2012;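 active = mean inhibition of replicates at least 50% and at least half of replicates each reaching 50%; inconclusive = half or more replicates reach 50% but mean below 50%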;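 also: 0% = complete ARNT plus TACC3 wells and 100% = ARNT alone without TACC3; many hits fall short of the cut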
ERp5 block = inhibitors of ERp5-driven insulin aggregation, primary screen, biochemical, turbidity, absorbance 650 nm, single point; Protein disulfide-isomerase A6 (Homo sapiens), Q15084; 90 min; inhibition, % at 9.99 µM; 350,000 compounds, 0.05% hits; AID 651711, 2012;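 active = mean replicate inhibition above about 25%, with every replicate also reaching it, limit read from the data, passing the limit was not always enough; inconclusive = only one of those two criteria met; inactive = neither criterion met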
Target sequence (Q15084 whole entry, looked up): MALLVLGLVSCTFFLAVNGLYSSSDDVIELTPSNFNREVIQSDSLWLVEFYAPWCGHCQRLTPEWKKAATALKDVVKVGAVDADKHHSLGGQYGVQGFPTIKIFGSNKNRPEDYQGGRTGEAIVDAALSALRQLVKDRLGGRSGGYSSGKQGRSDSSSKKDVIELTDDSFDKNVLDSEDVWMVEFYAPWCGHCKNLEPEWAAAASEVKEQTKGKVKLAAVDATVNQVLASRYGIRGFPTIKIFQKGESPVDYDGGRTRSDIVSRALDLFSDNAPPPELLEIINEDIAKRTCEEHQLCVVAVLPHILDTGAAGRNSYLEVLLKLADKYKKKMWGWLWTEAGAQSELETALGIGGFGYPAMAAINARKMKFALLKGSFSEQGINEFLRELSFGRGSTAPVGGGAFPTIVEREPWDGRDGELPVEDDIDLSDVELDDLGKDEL
EWS-Fli block = EWS/Fli-driven NR0B1 reporter inhibitors, primary screen, A673 cells, NR0B1 luciferase, luminescence, MLPCN library; AID 651661, 2012; viability-normalised; 350,000 compounds, 0.67% hits; inhibition, % at 12.6 µM;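 active = mean inhibition of at least 50% after viability correction, with every replicate also passing that limit; inconclusive = mean reaches 50% but only one of two replicates passes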;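 also: firefly luciferase signal divided by Alamar Blue viability fluorescence both relative to DMSO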
Xi reactivation = activators of inactive X chromosome reactivation, primary screen, imaging, XiGFP fibroblasts, GFP high-content imaging, set 2; 360,000 compounds, 0.055% hits; activation, % at 7.58 µM; XiGFP mouse fibroblasts, % GFP-positive cells imaging, 3 d; cells co-treated with 5-aza-dC sensitizer; scaled so ellipticine positive control = 100%; AID 743238, 2013;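 active = mean normalized replicate activation at least 10% and every replicate at or above 10%; inconclusive = only one of the two criteria met; inactive = mean below 10% and not all replicates reach 10%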;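 also: 0% = median of on-plate neutral control wells and 100% = ellipticine 6 µM median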
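System: XiGFP fibroblasts, SV40-immortalized. Medium: DMEM plus 5-aza-dC sensitizer. Doses: single point. Timing: 3 d treatment, 15 min room-temperature fixation. Control set: ellipticine 6 µM.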
DENV2 CPE = inhibitors of DENV2 cytopathic effect, primary screen, cell-based, plate reader, single concentration | AID 651640, 2012 | DENV2-infected cells, cytopathic effect rescue | 350,000 compounds, 1.7% hits | CPE inhibition, % at 9.99 µM; in the data active = CPE inhibition above about 20%, passing the limit was not always enough; inconclusive = no clear call, values can overlap the other calls; tested in BHK-21 cells;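 also: 0% = median of neutral control wells and 100% = median of positive control wells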
* hit, by the source's call; ? = inconclusive; / = not tested or not shown.

SMILES,ARNT-TACC3 inh,ERp5 block,F508del corr,Xi reactivation,PAX8 inh HTS,DENV2 CPE,EWS-Fli block,GSIS activator
O=C(C1=C(O)C(=O)N(CC2CCCO2)C1c1ccccc1Cl)c1ccco1 (stereo not drawn),/,0,-1.4,0.1,-1,9,-5,-7
CSCCC(NC(=O)c1cccc(C)c1)C(=O)Nc1sccc1C(N)=O (stereo not drawn),-14,-1,-0.5,0.0,-80,1,1,-7
CCn1c(SCC(=O)Nc2cccc(C)c2)nc2ccccc2c1=O,-4,0,0.0,0.3,9,-5,-5,-20
CC1=C(C(=O)N2CCCCCC2)CC(CC(=O)NCc2cccc3ccccc23)C(=O)N1CCC1=CCCCC1 (stereo not drawn),/,5,-2.0,0.0,18,/,0,-46
Cc1ccc(CS(=O)Cc2ccc(C(=O)NC3CCC(C)CC3)o2)cc1 (stereo not drawn),-4,/,-1.7,0.0,1,-2,-6,-12
COc1ccc(OCCC(=O)OCC(=O)NCCC2=CCCCC2)cc1,-2,3,-0.4,0.0,-10,-3,-3,-8
Cc1cccc(NS(=O)(=O)c2nnc(NC(=O)c3cccc(C)c3)s2)c1,-2,?,-2.4,0.3,6,5,13,/
COc1ccc(Cl)cc1NC(=S)NCc1cccnc1,17,1,-0.7,0.1,-9,/,-7,-3
O=C(NN=C(Cc1ccccc1)Cc1ccccc1)c1ccc(F)cc1,7,-3,-0.5,0.0,-49,/,-14,3
CCC(=O)N1C[C@H]2[C@@H](c3ccccc31)[C@H](CO)N2C(=O)Nc1ccccc1F,-10,4,-2.2,0.3,-1,-2,-37,-1
CO[C@@H]1CN(C)C(=O)c2ccc(NC(=O)Nc3c(C)noc3C)cc2OC[C@H](C)NC[C@H]1C,/,?,7.9,0.0,-5,0,-2,20
CCOc1cc(CNCc2ccccc2)ccc1OCc1ccc(Cl)cc1,-5,-1,1.4,0.0,10,-2,13,10
C=CCN(Cc1nc(-c2ccccc2)no1)C(=O)c1ccco1,/,2,-4.1,0.0,-24,-10,-10,-4
CC(C)NC(=O)Nc1ccc2c(c1)CC(=O)N([C@@H](C)CO)C[C@@H](C)[C@H](CN(C)C(=O)Nc1cccc3ccccc13)O2,2,-1,-1.2,-0.9,3,-3,11,-14
COc1ccc2c3c(n(C)c2c1)[C@@H](CO)N(C(=O)c1ccccn1)CC31CN(C(=O)Cc2ccccc2)C1,/,4,1.3,0.0,/,5,-1,-6
O=C(COc1ccccc1)NC(=S)Nc1cccc2cc(O)ccc12,3,-2,-0.2,0.9,13,-24,1,4
CC(C)N1CCC(N2CCN(C3CCCCCC3)CC2CCO)CC1 (stereo not drawn),/,4,-1.6,0.4,22,/,12,0
COc1ccc2c3c([nH]c2c1)[C@H](CO)NCC31CCN(C(=O)C2CCCC2)CC1,/,-5,1.6,0.2,9,-2,-4,0
CCOC(=O)N1CCN(Cc2nc3c(c(=O)n(C)c(=O)n3C)n2Cc2ccc(F)cc2)CC1,-1,3,-1.2,0.5,21,6,5,-4
O=C(c1ccc(Cl)c([N+](=O)[O-])c1)N(Cc1ccccc1)C1CCS(=O)(=O)C1 (stereo not drawn),-4,/,/,0.5,11,/,/,22
Cc1nnc(NC(=O)c2csc3c2CCCC3)s1,/,-6,-0.2,0.0,-75,1,-48,8
O=C(Nc1ccc2sccc2c1)c1ccc(Cl)s1,-8,-2,2.0,0.1,-171,3,-67,6
O=C(C1CCN(S(=O)(=O)c2ccc(-n3cnnn3)cc2)CC1)N1CCCCC1,/,-1,-3.2,0.0,6,-2,19,-4
CC(=O)N1N=C(c2ccc(Cl)cc2)CC1c1ccc([N+](=O)[O-])cc1 (stereo not drawn),13,7,0.8,0.0,9,-4,4,-6
CN(C)/C=N/c1cc(=O)n(C)c(=O)n1CC1CC1,-3,-2,1.1,-0.3,-7,6,0,0
CN(CC(=O)Nc1cccc(F)c1)C(=O)c1cccc(-n2cccc2)c1,3,-4,0.7,0.1,10,-10,-4,-19
CC=Cc1ccc2n(c1=O)C[C@H]1[C@H](CO)[C@@H](C(=O)NC3CCC3)N(S(C)(=O)=O)[C@@H]21 (mixture of isomers),-6,0,0.4,0.0,9,8,0,2
COc1ccc(OC)c(/C=N/NC(=O)C(=O)N/N=C/c2cc(OC)ccc2OC)c1,-41,1,-1.5,0.3,-30,0,6,6
CC1CCN(CCNC(=O)c2ccc3c(=O)n(CCc4ccccc4)c(=O)[nH]c3c2)CC1,/,0,1.0,-0.1,1,18,2,-15
COc1cccc2c(C)cc(N3CCCCCC3)nc12,-7,3,2.6,0.0,-2,?,14,2
C/C(=N\NC(=O)c1nnn(-c2nonc2N)c1-c1cccs1)c1cccnc1,1,3,-2.0,0.0,-29,1,/,-6
Cc1ccc(NC(=O)C2CC(=O)n3c(nc4ccccc43)N2)cc1Cl (stereo not drawn),-4,-2,-0.6,0.1,-2,0,-3,5
COc1cc(NC(=O)c2ccccc2)c(OC)cc1NC(=O)Cc1ccc(C)cc1,-7,-2,-0.1,-0.1,6,2,16,1
CC(C)CC#Cc1ccc2c(c1)O[C@H](CN(C)C(=O)Cc1cccnc1)[C@H](C)CN([C@@H](C)CO)S2(=O)=O,9,-6,0.5,-0.4,20,-1,11,-27
O=C(COC(=O)c1ccc2c(c1)OCCO2)NCc1ccccc1Cl,-3,4,0.4,0.2,-6,-4,3,3
COc1cc(C(=O)NC(=S)Nc2csc(-c3ccc(F)cc3)n2)cc(OC)c1OC,3,1,-1.2,0.0,0,2,8,5
CC(C)(C)c1ccc(-c2cn(-c3ccc(Br)cc3)c3[n+]2CCCS3)cc1,0,1,3.0,0.2,95*,-1,39,-51
C[C@H](CO)N1C[C@H](C)[C@H](CN(C)C)Oc2ncc(-c3ccccc3F)cc2C1=O,-4,1,-0.2,-0.1,/,0,-9,13
Cc1ccccc1S(=O)(=O)N1CCCCN2[C@@H](CO)[C@@H](c3ccc(-c4cncnc4)cc3)[C@@H]2C1,9,2,3.0,-0.1,7,15,/,3
CNC[C@H]1Oc2ccc(NC(=O)C3CC3)cc2C(=O)N([C@@H](C)CO)C[C@H]1C,-1,14,1.6,0.2,-6,-8,-3,18
Cc1ccc(NC(=O)c2ccc(NCc3ccc(F)cc3)nc2)cc1,-5,1,-0.5,0.3,-6,3,-5,0
C[n+]1c2n(c3ccccc31)N=C(c1ccc(-c3ccccc3)cc1)CS2,8,-1,0.4,0.2,96*,-6,43,-36
C[C@H](CO)N1C[C@H](C)[C@@H](CN(C)C(=O)NC2CCCCC2)Oc2ccc(NC(=O)Nc3ccc4c(c3)OCO4)cc2CC1=O,10,-2,-0.2,-0.1,-24,5,-6,-1
Cc1ccc(NC(=O)CN(C)C(=O)c2cc(C)on2)cc1,-1,-2,-0.4,0.2,-1,-6,-10,19
N#C/C(=C(/O)CCl)c1nc2c(s1)CCc1ccccc1-2,3,-5,0.7,0.2,-10,-5,-85,-8
O=C(N[C@H](C(=O)N1CCC[C@H]1C(=O)NC1CCCC1)C1CCCCC1)c1ccc(Cl)c(Cl)c1,/,-1,-2.2,0.2,8,-1,6,-30
O=C(O)c1ccc2c(=O)n3c(nc2c1)/C(=C/c1ccc(F)cc1)CC3,-8,-2,2.0,0.0,12,?,-14,11
CCCOc1ccc([N+](=O)[O-])c(N)c1,3,-5,-2.3,0.1,21,-12,8,-7
OCCC1CN(Cc2ccc3nsnc3c2)CCN1C1CCCCC1 (stereo not drawn),-8,/,/,0.1,10,/,/,11
Cc1cc(N/N=C/c2ccc(O)cc2O)nc(N2CCOCC2)n1,28,?,-0.5,-0.1,-18,-7,-10,20
COc1ccc(C(CNC(=O)c2ccccc2SC)N(C)C)cc1 (stereo not drawn),0,5,/,0.0,-13,-6,2,-6
CC1Cc2ccccc2N1CC(=O)NCc1ccccc1Cl (stereo not drawn),-1,6,/,-0.1,-3,2,-6,/
COc1ccc(CC(=O)NNc2ncnc3c2cnn3Cc2ccccc2)cc1OC,-5,-4,-0.4,0.2,20,4,5,/
Cc1cc(NC(=O)CSc2nc3sc(C)c(C)c3c(=O)n2C2CCCC2)no1,-3,2,2.9,/,/,2,-9,-3
CCOC(=O)c1[nH]c(C(=O)O)c(CCN(CC)CC)c1C,-2,-1,-1.7,/,/,-3,7,2
N#C[C@H]1[C@@H](c2ccccc2-c2ccccc2)[C@@H](CO)N1c1ncc(-c2ccccc2)s1,/,1,1.9,0.2,5,4,-6,15
C[C@@H]1CN([C@H](C)CO)C(=O)Cc2cc(NS(C)(=O)=O)ccc2O[C@H]1CN(C)Cc1ccc(Oc2ccccc2)cc1,1,5,-1.5,0.1,3,-11,-296,8
COc1cc(OCC(N)=O)cc(OC)c1OC,3,7,0.3,-0.1,3,-7,-5,-1
O=C(NCCc1csc(-c2cccc(F)c2)n1)c1ccco1,16,0,1.7,0.1,-29,-2,-17,7
CCc1ccc(C(=O)N/N=C(\C)c2ccncc2)s1,-2,-1,0.2,0.1,/,-6,-48,13

(list continues)
SMILES,ARNT-TACC3 inh,ERp5 block,F508del corr,Xi reactivation,PAX8 inh HTS,DENV2 CPE,EWS-Fli block,GSIS activator
CC(C)c1ccc(N(CC(=O)NCc2ccco2)C(=O)CCC(=O)Nc2ccccn2)cc1,9,3,2.8,-0.1,-10,3,7,-4
COc1ccc(S(=O)(=O)N(C)C[C@@H]2OCCCC[C@@H](C)Oc3ccc(NC(=O)Nc4ccc(F)cc4)cc3C(=O)N([C@@H](C)CO)C[C@@H]2C)cc1,5,3,0.1,0.1,3,4,3,-3
CCC(=O)N1C[C@H](C)[C@@H](OC)CN(C)C(=O)c2cc(NS(C)(=O)=O)ccc2OC[C@@H]1C,-3,-2,-1.1,0.5,/,-6,0,-11
COc1ccc(CN2CC[C@H]3C=CC[C@@H](C(=O)N4CCOCC4)[C@H]3C2=O)cc1OC,-2,-2,0.3,0.1,4,?,-1,10
CCOC(=O)N1CCN(C(=O)CNC2CCCCCCC2)CC1,-2,-6,1.5,0.0,17,/,2,4
O=C(COc1ccc(F)cc1)NNC(=O)Cn1ccc(C(F)(F)F)n1,-13,8,-1.2,0.1,-1,-3,-3,/
O=C(NCCC(=O)N1CCc2ccccc21)c1ccco1,-31,-6,-0.9,0.0,-101,1,-24,-2
Cc1ccc(Cl)cc1NC(=O)C1COc2ccccc2O1 (stereo not drawn),-1,1,0.1,0.0,-43,-1,-28,-1

Outcome played no part in choosing rows (roughly 4.2% active in at least one column).
